ARFGAP1 inh – inhibitors of rat ARFGAP1 | Q62848 | Arfgap1-stimulated ARF1 GTP hydrolysis, GDP FP detection | inhibition, % at 16.5 µM | 0.26% of 360,000 active | AID 651572;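 active = inhibition above a per-plate limit, mean inhibition of low control wells plus 3 SD, cut at about 25% in these data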;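 also: 0% = DMSO wells with enzyme and 100% = wells lacking Arfgap1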
Target sequence (Q62848 1-136 limits assumed): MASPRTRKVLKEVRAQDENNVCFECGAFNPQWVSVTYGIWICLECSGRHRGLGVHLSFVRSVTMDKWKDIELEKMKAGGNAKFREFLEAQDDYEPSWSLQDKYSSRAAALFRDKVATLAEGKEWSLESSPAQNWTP
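system = rat Arfgap1 catalytic domain, aa 1-136 | technique = FP, GDP Alexa 633 tracer displaced from anti-GDP antibody, 620/688 nm | compound = one concentration, 16.5 µM, DMSO 1.26% | medium = HEPES-based buffer, pH 7.5 | timing = compound-enzyme preincubation 20 min, reaction 120 min, detection 60 min, 25 °C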
ASAP1 inh – blocks human ASAP1-stimulated Arf1 GTP hydrolysis; Q9ULH1; GDP FP detection; inhibition, % at 16.5 µM; 0.19% of 360,000 active; AID 624377; in the data active = inhibition above about 25%;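 also: 0% = vehicle with enzyme and substrate and 100% = no enzyme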
ADAM17 inh – inhibits human ADAM17. P78536. recombinant ADAM17, EDANS/DABCYL FRET peptide cleavage. inhibition, % at 6.95 µM. 0.83% of 370,000 active;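 active = inhibition above the mean of compounds lying between control limits plus 3 SD, set per campaign, cut at about 8.5% in these data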;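 also: 0% = DMSO-only wells as the low control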
ADAM10 inh – inhibitors of human ADAM10 | O14672 | recombinant ADAM10, EDANS/DABCYL FRET peptide cleavage, 3 h | inhibition, % at 7 µM | 0.62% of 370,000 active | AID 720582;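 active = inhibition above a per-campaign cutoff equal to the mean of compounds falling between control-based bounds plus 3 SD, cut at about 20% in these data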;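 also: 0% = DMSO wells while the 100% control is not disclosed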
KLK7 zymogen act – proKLK7 (human) activation, primary screen; 0.9% of 370,000 active; purified proKLK7, EDANS-DABCYL substrate fluorescence; 100% is mature enzyme control, 0% vehicle; activation, % at 7 µM;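 active = activation above the mean of all tested compounds plus 3 SD, computed per campaign excluding outliers beyond control limits, cut at about 13% in these data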
Target sequence (P49862 whole entry, looked up): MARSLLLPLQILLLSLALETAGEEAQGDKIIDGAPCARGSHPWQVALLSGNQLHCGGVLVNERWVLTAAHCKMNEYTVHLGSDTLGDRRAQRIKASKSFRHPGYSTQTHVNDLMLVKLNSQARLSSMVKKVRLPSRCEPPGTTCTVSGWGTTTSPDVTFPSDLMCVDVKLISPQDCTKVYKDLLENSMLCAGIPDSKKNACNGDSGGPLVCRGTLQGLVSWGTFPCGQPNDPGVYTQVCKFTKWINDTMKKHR
Tn6 DDE FP – inhibitors of Tn6 peptide binding to human fibrin DD(E) | P02675 | Fibrin DD(E) TRITC-Tn6 fluorescence polarization displacement | inhibition, % at 8.3 µM | 0.21% of 370,000 active;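 active = inhibition above a per-campaign cutoff: mean of compounds within control limits plus 3 SD, cut at about 15% in these data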;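 also: 0% = median of all compound wells on the plate and 100% = blocking peptide control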
Target sequence (P02675 whole entry, looked up): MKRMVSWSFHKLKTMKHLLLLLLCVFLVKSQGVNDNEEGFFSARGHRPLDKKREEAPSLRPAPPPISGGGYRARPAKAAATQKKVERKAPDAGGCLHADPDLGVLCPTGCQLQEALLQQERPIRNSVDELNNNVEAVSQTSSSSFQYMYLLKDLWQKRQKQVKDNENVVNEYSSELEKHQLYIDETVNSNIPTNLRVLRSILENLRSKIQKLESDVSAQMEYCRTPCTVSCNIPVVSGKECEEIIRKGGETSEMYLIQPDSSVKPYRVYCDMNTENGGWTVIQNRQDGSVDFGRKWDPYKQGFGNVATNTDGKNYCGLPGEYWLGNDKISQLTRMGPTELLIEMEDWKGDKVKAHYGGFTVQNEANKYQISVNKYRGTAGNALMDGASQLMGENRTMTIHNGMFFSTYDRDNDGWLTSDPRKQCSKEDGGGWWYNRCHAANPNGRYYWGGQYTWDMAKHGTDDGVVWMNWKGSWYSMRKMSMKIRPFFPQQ
LEDGF integ inh – blocks HIV-1 LEDGF/p75-dependent DNA integration; TR-FRET IN-LEDGF/p75 DNA integration, Eu/Cy5; inhibition, % at 3.7 µM; 0.64% of 370,000 active;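 active = inhibition above the screen-wide mean plus 3 SD, cut at about 13% in these data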;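 also: signal is the Cy5 over europium emission ratio at 671 and 618 nm; 0% = plate median of compound wells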
TDP2 inh – blocks human TDP2 phosphodiesterase activity; O95551; recombinant TDP2, T5PNP hydrolysis, p-nitrophenol absorbance 415 nm; 0.34% of 370,000 active; inhibition, % at 12.8 µM;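 active = inhibition above the mean of all tested compounds plus 3 SD, set per campaign, cut at about 25% in these data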;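 also: 0% = DMSO with enzyme and 100% = buffer with substrate but no TDP2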
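System: recombinant human TDP2 / Amount: 120 nM TDP2 per well / Also added: 5 mM T5PNP chromogenic substrate / Doses: 12.8 µM single point, 1% DMSO / Incubation: 2 h at 37 °C / Detection: p-Nitrophenol epi absorbance / Evaluation: % inhibition relative to enzyme-containing and enzyme-free wells / Repeats: singlicate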
DDE Tn7 FP inh – inhibitors of Tn7 peptide binding to human fibrin DD(E). AID 720508. inhibition, % at 8.3 µM. P02675. FP displacement of FITC-Tn7 peptide from fibrin DD(E); 0% = median of compound wells per plate. 0.13% of 370,000 active;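 active = inhibition above the mean of compounds falling within the control limits plus 3 SD of them, cut at about 14% in these data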;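 also: 0% = plate median of compound wells and 100% = 10 µM Aha-Tn7 peptide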
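Measure: % inhibition scaled between sample-field median and high-control FP; Test system: human fibrin DD(E); Quantity: 2 µM final DD(E) protein; Doses: one dose, 8.3 µM nominal; Schedule: compound with protein 10 min, then 3 h after probe, room temperature; Detection: fluorescence polarization; Medium: Tris buffer with calcium and detergent, pH 7.8.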
PLCg1 inh – PLC-gamma1 (human) inhibition, primary screen; purified PLC-gamma1, fluorogenic substrate, fluorescence; inhibition, % at 12.2 µM; 0.84% of 370,000 active; AID 720700; in the data active = inhibition above about 9.5%
An asterisk follows results filed as active; i = inactive; / = no result given.

SMILES	ARFGAP1 inh	ASAP1 inh	ADAM17 inh	ADAM10 inh	KLK7 zymogen act	Tn6 DDE FP	LEDGF integ inh	TDP2 inh	DDE Tn7 FP inh	PLCg1 inh
O=C(Nc1ccccc1Cl)c1cc(C2CCCN(C(=O)CCCc3ccccc3)C2)on1 (configuration not stated)	3	-3	4	8	0.6	-1	-4	-8	2	1
O=C(Cc1ccccc1)Nc1ccc(NC(=O)c2ccco2)cc1	-1	-1	-5	4	0.8	6	-4	-4	6	-2
O=C(NNC(=O)c1cccc2ccccc12)c1ccc(-c2ccccc2)cc1	0	-17	-13	-87	0.3	0	1	-3	-4	3
Cc1ccccc1NC1=NC2(CCCC2)N=C(N)N1	9	7	-5	-3	0.0	1	-2	-10	-2	7
COc1ccc(-n2nnnc2SCC(=O)c2ccc(OC)c(OC)c2)cc1	11	27*	-2	-4	-1.1	2	2	-2	0	-2
Brc1ccc(OCCCCCN2CCOCC2)cc1	0	11	8	6	-0.4	4	8	-16	-4	9.7*
CCOc1ccc(CCNC(=O)C(C)n2nc(C)c3c(C)n(-c4ccccc4)nc3c2=O)cc1 (configuration not stated)	4	6	0	-11	1.2	-2	-1	7	3	-2
CC(=O)n1c(=O)oc2ccccc21	4	-4	-3	-2	-0.1	8	0	14	6	2
CCOc1ccc(NC(=O)C/C(C)=N/NC(=O)COc2ccc(Br)cc2C)cc1	3	1	0	0	0.0	0	-1	-11	3	-6
Cc1ccc(S(=O)(=O)Nc2ccc3ncccc3c2)cc1	11	9	-3	-1	-3.9	0	-1	-10	1	-41

3 of the entries above in order of their number in ARFGAP1 inh, high to low.
SMILES	ARFGAP1 inh	ASAP1 inh	ADAM17 inh	ADAM10 inh	KLK7 zymogen act	Tn6 DDE FP	LEDGF integ inh	TDP2 inh	DDE Tn7 FP inh	PLCg1 inh
Cc1ccc(S(=O)(=O)Nc2ccc3ncccc3c2)cc1	11	9	-3	-1	-3.9	0	-1	-10	1	-41
Cc1ccccc1NC1=NC2(CCCC2)N=C(N)N1	9	7	-5	-3	0.0	1	-2	-10	-2	7
CC(=O)n1c(=O)oc2ccccc21	4	-4	-3	-2	-0.1	8	0	14	6	2

(continued)
SMILES	ARFGAP1 inh	ASAP1 inh	ADAM17 inh	ADAM10 inh	KLK7 zymogen act	Tn6 DDE FP	LEDGF integ inh	TDP2 inh	DDE Tn7 FP inh	PLCg1 inh
CCCCc1c(O)nc(SCC(=O)N2CCOCC2)n(-c2ccc(OC)cc2)c1=O	-12	-16	-1	4	0.6	3	-1	11	-2	3
COCCNc1nc(-n2nc(C)cc2C)nc2sc3c(c12)CCCC3	-7	6	-134	-499	2.7	8	-1	11	-3	-20
CC1(C)Oc2ccc(C(=O)NC3CCCC3)cc2NC1=O	/	/	1	-3	-0.7	-1	2	3	4	0
CCOC(=O)c1sc(NNC(=O)c2ccc(F)cc2)nc1C	2	-6	0	-3	0.1	1	-1	-5	1	-9
COc1cccc(C(=O)C2CN(c3ccccc3)CC2c2ccc(Cl)cc2)c1 (configuration not stated)	2	-9	1	-3	-1.6	0	8	-7	-4	-63
O=C(Nc1ccc(F)c(F)c1)c1cccnc1	-2	0	-1	11	0.1	2	2	-6	2	5
CCN(CC(=O)NCc1ccc(Cl)cc1)C(=O)CNS(=O)(=O)c1ccc(NC(C)=O)cc1	6	3	-2	-8	-0.2	-1	4	-7	-2	5
Cc1cc(C)cc(NC(=O)C(OC(=O)c2ccc(NC(=O)CC#N)cc2)c2ccccc2)c1 (configuration not stated)	-1	-5	5	8	-0.3	-7	7	9	-4	-6
COc1cc(C(=O)Nc2ccc(C(=O)O)cc2)ccc1OC(C)=O	0	-2	-2	-4	0.1	-2	-2	-6	3	-1
Cc1cc(C(=O)COC(=O)c2cccnc2Cl)c(C)n1-c1c(C)n(C)n(-c2ccccc2)c1=O	-6	-9	-2	-3	-0.2	5	-2	2	4	1

Compound profiles (already shown):
O=C(Nc1ccccc1Cl)c1cc(C2CCCN(C(=O)CCCc3ccccc3)C2)on1 (configuration not stated) as listed: ARFGAP1 inh = 3; ASAP1 inh = -3; ADAM17 inh = 4; ADAM10 inh = 8; KLK7 zymogen act = 0.6; Tn6 DDE FP = -1; LEDGF integ inh = -4; TDP2 inh = -8; DDE Tn7 FP inh = 2; PLCg1 inh = 1
CCOc1ccc(CCNC(=O)C(C)n2nc(C)c3c(C)n(-c4ccccc4)nc3c2=O)cc1 (configuration not stated) as listed: ARFGAP1 inh = 4; ASAP1 inh = 6; ADAM17 inh = 0; ADAM10 inh = -11; KLK7 zymogen act = 1.2; Tn6 DDE FP = -2; LEDGF integ inh = -1; TDP2 inh = 7; DDE Tn7 FP inh = 3; PLCg1 inh = -2

Going on with the list:
SMILES	ARFGAP1 inh	ASAP1 inh	ADAM17 inh	ADAM10 inh	KLK7 zymogen act	Tn6 DDE FP	LEDGF integ inh	TDP2 inh	DDE Tn7 FP inh	PLCg1 inh
COc1ccc(NC(=O)c2cc(-c3ccccc3)on2)cc1OC	-2	-8	-1	3	-1.4	3	4	7	2	4
COc1ccc(OC)c(C(=O)NC(CC(N)=O)c2ccc(N3CCN(c4ccccc4)CC3)c([N+](=O)[O-])c2)c1 (configuration not stated)	1	7	-5	-1	0.7	3	-1	4	8	-1
COc1ccc(Cc2nnc(NS(=O)(=O)Cc3ccccc3)s2)cc1	-9	0	-1	1	0.1	-5	1	-6	5	-3
COc1cccc(C(C(=O)NC2CCCC2)N(Cc2cccnc2)C(=O)Cc2cccs2)c1 (configuration not stated)	3	0	-1	-1	-0.3	-7	4	8	5	0
Cc1cc(/C(N)=N/OC(=O)c2ccccc2Cl)no1	9	1	2	5	1.0	-1	3	-10	-13	6
O=[N+]([O-])c1ccc(Cl)c(S(=O)(=O)/N=C(/c2ccccc2)N2CCOCC2)c1	-19	-8	0	3	0.0	2	5	-4	-6	4
c1csc(-c2nn[nH]n2)c1	1	6	-2	3	0.1	3	1	-2	2	1
COc1ccccc1N1CCN(C(=O)C2C3C=CC4(CN(Cc5ccccc5Cl)C(=O)C24)O3)CC1 (configuration not stated)	-5	-1	-1	2	0.6	-10	-3	10	-3	-1
O=C(Cc1cccs1)N1CCN(S(=O)(=O)c2ccc(Br)cc2)CC1	-11	3	1	5	0.0	3	0	0	2	2
COc1ccc(-n2c(=S)[nH]c3cc(C(=O)NCCCN4CCOCC4)ccc3c2=O)cc1OC	-1	0	-7	-8	-2.3	2	-5	6	0	-14
Cc1nn(Cc2c(Cl)cccc2Cl)c(C)c1C(=O)NCc1ccc(C)n1C	0	3	-2	-10	0.1	0	-3	-6	-5	-12
CCn1c(=S)sc2c(=O)n(-c3ccccc3)c(SCC(=O)NCc3ccco3)nc21	3	7	-3	3	0.1	-5	4	-4	3	4
CCCC(=O)c1cc2cc(Cl)ccc2oc1=O	3	10	-5	-12	0.4	6	1	-2	4	-5
COc1ccc(NC(=O)CNS(=O)(=O)c2ccc(Cl)cc2)cc1	8	-5	-4	-3	-0.3	-6	3	-1	-3	-1
COc1ccccc1OCCC(=O)OCC(=O)Nc1cc(S(=O)(=O)N2CCOCC2)ccc1Cl	11	11	4	3	-0.2	-1	1	11	-4	1
CCCCCC(=O)C(=O)c1ccc(O)cc1O	-4	-3	-17	-37	1.0	9	5	-2	0	-2
O=C(Nc1nnc([C@@H]2C[C@H](O)[C@@H](CO)O2)s1)c1cccc(OC(F)(F)F)c1	1	3	-3	-7	-0.1	-6	5	-6	10	-5
CCc1nnc(NC(=O)CCC(=O)NC2CCCc3ccccc32)s1 (configuration not stated)	2	-6	6	6	-0.1	1	4	6	-6	0
CCN(C(C)=O)c1cnc(C=NNC(N)=S)c2ccccc12	-6	9	-21	-116	0.6	5	1	-1	2	-16
Cc1ccccc1CNC(=O)CCNS(=O)(=O)c1ccc(OC(F)(F)F)cc1	-8	2	-2	-2	0.1	9	-3	0	-4	-3

Reprinted at random: 7 entries already listed, in no set order.
SMILES	ARFGAP1 inh	ASAP1 inh	ADAM17 inh	ADAM10 inh	KLK7 zymogen act	Tn6 DDE FP	LEDGF integ inh	TDP2 inh	DDE Tn7 FP inh	PLCg1 inh
CCN(C(C)=O)c1cnc(C=NNC(N)=S)c2ccccc12	-6	9	-21	-116	0.6	5	1	-1	2	-16
Cc1cc(/C(N)=N/OC(=O)c2ccccc2Cl)no1	9	1	2	5	1.0	-1	3	-10	-13	6
COc1cccc(C(C(=O)NC2CCCC2)N(Cc2cccnc2)C(=O)Cc2cccs2)c1 (configuration not stated)	3	0	-1	-1	-0.3	-7	4	8	5	0
CC1(C)Oc2ccc(C(=O)NC3CCCC3)cc2NC1=O	/	/	1	-3	-0.7	-1	2	3	4	0
COc1cccc(C(=O)C2CN(c3ccccc3)CC2c2ccc(Cl)cc2)c1 (configuration not stated)	2	-9	1	-3	-1.6	0	8	-7	-4	-63
c1csc(-c2nn[nH]n2)c1	1	6	-2	3	0.1	3	1	-2	2	1
CCCCc1c(O)nc(SCC(=O)N2CCOCC2)n(-c2ccc(OC)cc2)c1=O	-12	-16	-1	4	0.6	3	-1	11	-2	3

Remaining list, next part
SMILES	ARFGAP1 inh	ASAP1 inh	ADAM17 inh	ADAM10 inh	KLK7 zymogen act	Tn6 DDE FP	LEDGF integ inh	TDP2 inh	DDE Tn7 FP inh	PLCg1 inh
O=S(=O)(c1ccc(Cl)c(Cl)c1)N1CCc2nc3ccccc3n2CC1	15	3	3	4	0.4	-4	-2	-8	-3	6
COCC(C)n1c(SCC(=O)NC(=O)NC2CCCC2)nc2ccccc2c1=O (configuration not stated)	6	8	-5	-19	-0.5	0	-3	0	0	-2
CC(=O)c1ccc(N(CC(=O)NC2CCCCC2)C(=O)CNC(=O)c2ccco2)cc1	10	2	-1	-2	-0.2	0	0	-3	-1	3
O=C(NCCc1ccc(F)cc1)c1ccc(Cl)c(S(=O)(=O)N2CCOCC2)c1	14	-9	0	-15	0.5	-6	-4	-2	7	5
COc1ccc(CC(=O)Nc2ccc(N3CCCCC3)cc2)cc1	2	-12	-5	-1	-0.3	5	1	-3	7	2
COc1cc(Cl)ccc1OC1(C)CCN(Cc2ccc3ccccc3c2)C1 (configuration not stated)	8	-4	-2	-12	0.0	-7	-2	-11	-6	6
O=C(NC1CCCCC1)c1ccc(Cn2cc(Br)cn2)o1	-3	-17	-6	-10	-0.2	4	-2	6	-5	-2
O=c1ccc(-c2nc3ccccc3n2Cc2ccccc2Cl)c[nH]1	-11	3	-3	-11	0.8	5	6	9	6	-3
CCNC(=S)NCc1ccco1	-1	6	5	9	-0.3	-1	4	-10	-4	5
O=C(O)CC1S/C(=N/N=C/C2CC=CCC2)NC1=O (configuration not stated)	-5	6	1	-12	0.0	-2	2	-1	2	-2
CCOCCC(=O)Nc1ccc2c(c1)c(=O)n(C)n2C/C=C/c1ccccc1	6	8	-303	i	5.8	-3	-1	-1	-5	-180
CCN(CCCNC(=O)CCn1c(=O)[nH]c2ccccc2c1=O)c1cccc(C)c1	0	8	2	7	-0.1	0	2	-1	-2	5
